S1P4 antag: S1P4 receptor antagonists, primary screen, cell-based; S1P4-expressing cells, antagonist mode, reporter read-out; inhibition, % at 4.98 µM; 220,000 tested, 0.26% active; in the data active = inhibition above about 29%;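 also: 0% = wells stimulated with agonist and 100% = vehicle wells without agonist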
Target sequence (O95977 whole entry, looked up): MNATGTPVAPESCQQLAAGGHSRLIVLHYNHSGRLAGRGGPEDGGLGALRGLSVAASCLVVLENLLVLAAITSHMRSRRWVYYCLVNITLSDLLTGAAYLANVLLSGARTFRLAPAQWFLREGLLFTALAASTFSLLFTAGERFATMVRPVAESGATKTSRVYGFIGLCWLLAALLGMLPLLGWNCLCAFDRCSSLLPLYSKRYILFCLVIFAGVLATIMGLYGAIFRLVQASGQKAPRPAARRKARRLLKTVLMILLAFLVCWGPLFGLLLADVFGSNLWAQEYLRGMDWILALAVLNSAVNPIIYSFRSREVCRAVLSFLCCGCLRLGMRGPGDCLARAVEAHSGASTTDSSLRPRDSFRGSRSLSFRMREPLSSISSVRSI
Runt-CBFb FRET: inhibitors of RUNX1 Runt–CBFb binding, primary screen, biochemical, FRET, Cerulean-Runt, Venus-CBFb, uHTS; Runt-related transcription factor 1 (Homo sapiens) + Core-binding factor subunit beta …; Cerulean-Runt/Venus-CBFb FRET ratio 530/480, 1 h; inhibition, % at 20 µM; 220,000 tested, 0.46% active; AID 1496, 2009;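 active = inhibition over about 50% at 20 µM in the single-dose screen, limit read from the data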;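 also: 0% = DMSO wells and 100% = excess unlabeled CBFb competitor control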
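Reagent – Venus-CBFb binding partner, 100 nM · Assay system – Cerulean-tagged RUNX1 Runt domain (FRET donor) fusion protein · Input – 100 nM per protein · Incubation – two 1 h room-temperature incubations shielded from light · Measured by – FRET fluorescence · Medium – Tris buffer pH 7.5 with salts and BSA · Benchmarks – unlabeled CBFb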
RBBP9 inhibitor: human RBBP9 inhibitors, primary screen, biochemical, fluorescence polarization, FP-Rh probe, HTS | 220,000 tested, 0.2% active | Serine hydrolase RBBP9 (Homo sapiens), O75884 | AID 1515, 2009 | recombinant RBBP9 | inhibition, % at 7.94 µM;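 active = inhibition above the campaign mean of all tested compounds plus 3 SD, cut at about 14% in these data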;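 also: plate controls were DMSO wells with RBBP9 for no effect and wells lacking RBBP9 protein for full effect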
Target sequence (O75884 whole entry, looked up): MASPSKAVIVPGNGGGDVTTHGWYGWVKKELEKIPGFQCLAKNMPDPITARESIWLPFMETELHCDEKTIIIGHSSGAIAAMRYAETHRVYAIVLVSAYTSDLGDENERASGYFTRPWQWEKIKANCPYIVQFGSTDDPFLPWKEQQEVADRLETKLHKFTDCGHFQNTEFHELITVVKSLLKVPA
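Material: RBBP9 protein. Amount: RBBP9 at 2.5 µM in dispensed solution, before mixing. Schedule: 30 min then 45 min, 25 °C. Medium: Tris buffer pH 8.0, NaCl, Pluronic. Measured by: fluorescence polarization. Measure: percent inhibition from mP, scaled between DMSO and no-protein wells. Replication: one well per compound.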
NPY-Y1 antag: NPY-Y1 receptor antagonists, primary screen, cell-based; AID 1040, 2008; 200,000 tested, 1% active; inhibition, % at 3.6 µM; HEK293-CNG Y1 cells, membrane potential fluorescence; NPY at EC95, then isoproterenol;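 active = inhibition above the campaign mean inhibition of all tested compounds plus 3 SD, cut at about 20% in these data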;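 also: 0% = DMSO wells given NPY plus isoproterenol and 100% = isoproterenol alone without NPY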
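Benchmarks – high control isoproterenol alone, low control NPY with isoproterenol · Material – HEK293 Y1/CNG channel cell line · Times – dye 3 h, compound 60 min room temperature, stimulation 45 min · Probe or stimulus – NPY (25 nM), isoproterenol (1 µM), Ro 20-1724 (25 µM) · Evaluation – % inhibition of NPY effect · Signal – fluorescence, membrane potential probe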
S1P4 agonist: S1P4 receptor agonists, primary screen, cell-based. Sphingosine 1-phosphate receptor 4 (Homo sapiens), O95977. S1P4-expressing cell line, agonist reporter assay. activation, % at 4.98 µM. 220,000 tested, 0.35% active; in the data active = activation above about 11%;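 also: 0% = DMSO vehicle and 100% = reference agonist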
BaF3 tox: parental Ba/F3 cell viability inhibition, counter-screen for JAK2V617F inhibitor project, murine pro-B, CellTiter-Glo luminescence | CellTiter-Glo ATP luminescence | inhibition, % at 5.6 µM | 220,000 tested, 1.1% active | AID 1486, 2009;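 active = inhibition above a per-campaign cutoff, the mean inhibition of all tested compounds plus 3 SD, cut at about 27% in these data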;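 also: 0% = DMSO wells and 100% = JAK Inhibitor I control wells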
Ba/F3 V617F tox: reduced viability of JAK2V617F-dependent Ba/F3 cells, primary screen, JAK2V617F inhibitor project, cell-based, Ba/F3 EpoR-JAK2V617F, luminescence | ATP luminescence | inhibition, % at 5.6 µM | 220,000 tested, 1.1% active | AID 1446, 2008;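 active = inhibition above the campaign mean plus 3 SD over all tested compounds, cut at about 24% in these data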;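 also: cytokine-independent growth of Ba/F3 cells driven by EpoR plus mutant JAK2; 0% = DMSO-treated cells and 100% = JAK inhibitor I control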
NPY-Y2 PAM-ag: NPY-Y2 potentiators or agonists, primary screen, cell-based | Neuropeptide Y receptor type 2 (Homo sapiens), P49146 | cells expressing NPY-Y2, potentiator/agonist read-out | activation, % at 3.6 µM | 220,000 tested, 0.45% active; in the data active = activation above about 27%;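 also: cells stimulated with NPY near EC25 plus isoproterenol at EC100; 0% = vehicle plus submaximal agonist and 100% = vehicle plus saturating agonist; some results beyond the cut were filed as inactive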
Target sequence (P49146 whole entry, looked up): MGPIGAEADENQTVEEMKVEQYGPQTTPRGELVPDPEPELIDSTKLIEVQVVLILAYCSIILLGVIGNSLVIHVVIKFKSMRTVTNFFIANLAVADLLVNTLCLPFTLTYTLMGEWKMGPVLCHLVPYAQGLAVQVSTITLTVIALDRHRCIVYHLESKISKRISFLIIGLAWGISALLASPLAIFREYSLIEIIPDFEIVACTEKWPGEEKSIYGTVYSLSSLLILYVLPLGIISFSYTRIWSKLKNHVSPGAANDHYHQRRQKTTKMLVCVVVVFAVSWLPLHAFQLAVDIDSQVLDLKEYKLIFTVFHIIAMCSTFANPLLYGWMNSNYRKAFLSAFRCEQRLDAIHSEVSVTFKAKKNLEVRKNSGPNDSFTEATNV
NPY1 pot ag: NPY-Y1 receptor potentiators or agonists, primary screen, cell-based; Neuropeptide Y receptor type 1 (Homo sapiens), P25929; NPY-Y1 expressing cells, potentiator/agonist activation; activation, % at 3.6 µM; 220,000 tested, 0.37% active; in the data active = activation above about 33%, passing the limit was not always enough;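 also: cells stimulated with NPY at EC10 then isoproterenol at EC100; 0% = low agonist plus stimulus and 100% = saturating agonist plus stimulus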
* = called active by the depositor.

Results for O=C1CCN(C(=S)NCc2ccccc2)CC1 ?
S1P4 antag: 3.6; Runt-CBFb FRET: -0.9; RBBP9 inhibitor: -1.9; NPY-Y1 antag: 3.6; S1P4 agonist: -1.7; BaF3 tox: 2.8; Ba/F3 V617F tox: -0.6; NPY-Y2 PAM-ag: -16.5; NPY1 pot ag: 16.8

Results for Cn1c(=O)c(Sc2ccccc2)c(O)c2ccccc21 ?
S1P4 antag: 11.1; Runt-CBFb FRET: 3.3; RBBP9 inhibitor: 6.9; S1P4 agonist: -0.9; BaF3 tox: 2.2; Ba/F3 V617F tox: -2.0; NPY-Y2 PAM-ag: -1.7; NPY1 pot ag: 9.5

What do the screens show for `Cc1c(CN2CCN(c3cccc(C(F)(F)F)c3)CC2)c(=O)n(-c2ccccc2)n1C`?
S1P4 antag: -2.7; Runt-CBFb FRET: 1.1; RBBP9 inhibitor: -6.1; NPY-Y1 antag: 3.5; S1P4 agonist: 1.1; BaF3 tox: 2.4; Ba/F3 V617F tox: -0.9; NPY-Y2 PAM-ag: -0.8; NPY1 pot ag: 3.1

How did Cc1ccc(C)c(N(CC(=O)NC2CCCC2)C(=O)c2oc(C(C)(C)C)cc2C)c1 do in these assays?
S1P4 antag: 0.6; Runt-CBFb FRET: -7.6; RBBP9 inhibitor: -2.3; NPY-Y1 antag: 27.1*; S1P4 agonist: 0.9; BaF3 tox: 1.0; Ba/F3 V617F tox: -3.2; NPY-Y2 PAM-ag: 0.5; NPY1 pot ag: -3.3

Results for CC(=O)NCC(=O)NNC1CC(=O)N(c2cccc(Cl)c2)C1=O (configuration not stated) ?
S1P4 antag: -0.5; Runt-CBFb FRET: 1.4; RBBP9 inhibitor: -12.3; S1P4 agonist: 0.8; BaF3 tox: -0.8; Ba/F3 V617F tox: -1.3; NPY-Y2 PAM-ag: 1.9; NPY1 pot ag: -7.2

How did O=C(CN1CCN(S(=O)(=O)c2ccc(F)cc2)CC1)Nc1cc(C(F)(F)F)ccc1Cl do in these assays?
S1P4 antag: -5.0; Runt-CBFb FRET: -4.6; RBBP9 inhibitor: -4.1; NPY-Y1 antag: 8.1; S1P4 agonist: 0.1; BaF3 tox: 4.3; Ba/F3 V617F tox: 1.8; NPY-Y2 PAM-ag: 4.4; NPY1 pot ag: -2.1

Results for COc1ccc(N(CC(=O)Nc2ccccc2C(=O)NCc2ccco2)S(C)(=O)=O)cc1 ?
S1P4 antag: -5.0; Runt-CBFb FRET: -0.1; RBBP9 inhibitor: -3.2; NPY-Y1 antag: 4.6; S1P4 agonist: 1.0; BaF3 tox: 3.7; Ba/F3 V617F tox: -1.6; NPY-Y2 PAM-ag: -1.4; NPY1 pot ag: -0.9

How did O=C(Nc1ccccc1Cl)N1CCN(c2ccccn2)CC1 do in these assays?
S1P4 antag: -33.5; Runt-CBFb FRET: -0.6; RBBP9 inhibitor: 9.5; NPY-Y1 antag: 3.1; S1P4 agonist: 0.5; BaF3 tox: 5.8; Ba/F3 V617F tox: 1.6; NPY-Y2 PAM-ag: -5.5; NPY1 pot ag: -19.5

What do the screens show for `CC1CC(C)CN(CC(=O)N2CCCc3c2c(=O)oc2ccc(OCc4ccccc4)cc32)C1` (configuration not stated)?
S1P4 antag: -2.2; Runt-CBFb FRET: -1.2; RBBP9 inhibitor: -13.0; NPY-Y1 antag: -1.3; S1P4 agonist: -0.7; BaF3 tox: 2.9; Ba/F3 V617F tox: 0.2; NPY-Y2 PAM-ag: -1.0; NPY1 pot ag: -14.0

Results for CSc1nnc(C)c(/C=C/Nc2ccc(F)cc2F)n1 ?
S1P4 antag: -6.6; Runt-CBFb FRET: 17.7; RBBP9 inhibitor: 5.6; NPY-Y1 antag: -5.9; S1P4 agonist: 0.0; BaF3 tox: 6.4; Ba/F3 V617F tox: 4.5; NPY-Y2 PAM-ag: 9.0; NPY1 pot ag: -3.7

How did O=C(Cn1cc([N+](=O)[O-])cn1)NCc1cc2ccccc2[nH]1 do in these assays?
S1P4 antag: -5.3; Runt-CBFb FRET: -1.2; RBBP9 inhibitor: -1.3; NPY-Y1 antag: -5.3; S1P4 agonist: 0.7; BaF3 tox: -3.9; Ba/F3 V617F tox: -2.6; NPY-Y2 PAM-ag: 15.8; NPY1 pot ag: 0.5

How did COc1ccccc1NC(=O)CN(Cc1ccco1)C(=O)c1ccc(Cl)nc1 do in these assays?
S1P4 antag: -25.9; Runt-CBFb FRET: 2.2; RBBP9 inhibitor: -9.8; NPY-Y1 antag: -5.7; S1P4 agonist: 2.7; BaF3 tox: 2.9; Ba/F3 V617F tox: 3.8; NPY-Y2 PAM-ag: 9.3; NPY1 pot ag: -7.9

How did Cc1ccc([N+](=O)[O-])cc1NC(=O)CN(C(=O)c1ccc(Cl)cc1)C1CCCCC1 do in these assays?
S1P4 antag: 1.6; Runt-CBFb FRET: -1.5; RBBP9 inhibitor: -7.1; NPY-Y1 antag: 17.6; S1P4 agonist: -0.5; BaF3 tox: 0.0; Ba/F3 V617F tox: -0.8; NPY-Y2 PAM-ag: 8.6; NPY1 pot ag: -1.0

Results for Cc1[nH]nc(SCC(=O)NC(C)c2ccccc2)c1[N+](=O)[O-] (configuration not stated) ?
S1P4 antag: -7.0; Runt-CBFb FRET: 0.3; RBBP9 inhibitor: -6.9; NPY-Y1 antag: 6.5; S1P4 agonist: -0.7; BaF3 tox: 9.0; Ba/F3 V617F tox: -1.7; NPY-Y2 PAM-ag: 10.3; NPY1 pot ag: 0.9

Results for CCC(C)(C(=O)NC1CCCCC1)N(C(=O)C1CCC(=O)N1)c1ccccc1 (configuration not stated) ?
S1P4 antag: 4.4; Runt-CBFb FRET: 1.3; RBBP9 inhibitor: -4.4; NPY-Y1 antag: -0.6; S1P4 agonist: 3.6; BaF3 tox: 1.0; Ba/F3 V617F tox: -2.7; NPY-Y2 PAM-ag: 7.3; NPY1 pot ag: -1.2

Results for COc1ccc(N(C)C(=O)Cc2c(C(=O)O)[nH]c3ccccc23)cc1 ?
S1P4 antag: -5.4; Runt-CBFb FRET: -0.2; RBBP9 inhibitor: 0.0; NPY-Y1 antag: -1.9; S1P4 agonist: -2.1; BaF3 tox: 8.0; Ba/F3 V617F tox: 1.2; NPY-Y2 PAM-ag: 7.5; NPY1 pot ag: 10.0

How did COc1ccccc1CN1C(=O)C(=O)N(Cc2cccc(C)c2)C1=O do in these assays?
S1P4 antag: 2.9; Runt-CBFb FRET: 0.4; RBBP9 inhibitor: 6.5; NPY-Y1 antag: 3.5; S1P4 agonist: -2.6; BaF3 tox: 1.2; Ba/F3 V617F tox: -3.5; NPY-Y2 PAM-ag: -11.9; NPY1 pot ag: -12.0

Results for N#CCCN1CCN(S(=O)(=O)c2ccc(S(=O)(=O)N3CCOCC3)cc2)CC1 ?
S1P4 antag: -10.9; Runt-CBFb FRET: 1.2; RBBP9 inhibitor: 6.8; NPY-Y1 antag: 4.8; S1P4 agonist: -0.4; BaF3 tox: 6.2; Ba/F3 V617F tox: 0.5; NPY-Y2 PAM-ag: 1.9; NPY1 pot ag: -4.2

Results for O=C(CSc1ccccn1)NC1CCCC1 ?
S1P4 antag: -6.4; Runt-CBFb FRET: 2.0; RBBP9 inhibitor: 10.3; NPY-Y1 antag: -1.4; S1P4 agonist: -4.0; BaF3 tox: -1.3; Ba/F3 V617F tox: -1.6; NPY-Y2 PAM-ag: -5.0; NPY1 pot ag: 1.8

Results for Cc1ccc(O)c(C(=O)c2cnc3onc(-c4ccc(F)cc4)c3c2)c1 ?
S1P4 antag: -6.4; Runt-CBFb FRET: -1.1; RBBP9 inhibitor: -11.4; NPY-Y1 antag: 8.6; S1P4 agonist: -1.0; BaF3 tox: 3.9; Ba/F3 V617F tox: 1.0; NPY-Y2 PAM-ag: -15.6; NPY1 pot ag: -22.2

What do the screens show for `COc1ccccc1C1NC(c2ccccc2OC)C(C)C(=O)C1C` (configuration not stated)?
S1P4 antag: 0.0; Runt-CBFb FRET: 2.5; RBBP9 inhibitor: -0.2; NPY-Y1 antag: 1.0; S1P4 agonist: -1.1; BaF3 tox: -1.2; Ba/F3 V617F tox: -5.0; NPY-Y2 PAM-ag: 6.0; NPY1 pot ag: 14.1

How did CCN(CC)CCCNC(=O)CCC(=O)Nc1ccc2nc(N3CCC(C)CC3)cc(C)c2c1 do in these assays?
S1P4 antag: -26.8; Runt-CBFb FRET: -4.8; RBBP9 inhibitor: -5.4; NPY-Y1 antag: -2.7; S1P4 agonist: 2.7; BaF3 tox: 4.6; Ba/F3 V617F tox: 1.3; NPY-Y2 PAM-ag: 8.6; NPY1 pot ag: 16.5

Results for Cc1nc2cc(N3CCCCC3)c(NC(=O)c3ccncc3)cc2c(=O)n1Cc1ccc(Cl)cc1 ?
S1P4 antag: 2.3; Runt-CBFb FRET: -1.9; RBBP9 inhibitor: -7.0; NPY-Y1 antag: 6.4; S1P4 agonist: -1.0; BaF3 tox: 0.1; Ba/F3 V617F tox: -4.0; NPY-Y2 PAM-ag: 3.7; NPY1 pot ag: -2.3

How did CCOc1ccc(C(C)=O)cc1N1C(=O)C2C3C=CC(C3)C2C1=O (configuration not stated) do in these assays?
S1P4 antag: 7.4; Runt-CBFb FRET: 2.5; RBBP9 inhibitor: -4.9; NPY-Y1 antag: -9.6; S1P4 agonist: 0.0; BaF3 tox: 1.8; Ba/F3 V617F tox: -0.1; NPY-Y2 PAM-ag: 13.4; NPY1 pot ag: 6.2

Results for CCOC(=O)Cn1nc(C)n(-c2ccc(Br)cc2)c1=O ?
S1P4 antag: 7.4; Runt-CBFb FRET: 0.0; RBBP9 inhibitor: 2.3; NPY-Y1 antag: -5.3; S1P4 agonist: -0.3; BaF3 tox: 1.7; Ba/F3 V617F tox: -2.3; NPY-Y2 PAM-ag: -0.3; NPY1 pot ag: -2.2

How did CC1=C/C(=N\NC(=O)c2ccc(O)cc2)CC1 do in these assays?
S1P4 antag: -33.4; Runt-CBFb FRET: -1.1; RBBP9 inhibitor: -3.9; NPY-Y1 antag: 2.6; S1P4 agonist: 1.6; BaF3 tox: 1.8; Ba/F3 V617F tox: 0.6; NPY-Y2 PAM-ag: -2.1; NPY1 pot ag: -8.1

Source: PubChem (several laboratories)
